# EPAC2 agonist – agonists of human EPAC2 (RAPGEF4); Potency, µM (highest dose often 154 µM), for the others: top-dose activation, actives largely listed as activators; EPAC2 activation, biochemical qHTS; response scale: 100% = 6.5 mM cAMP response; actives 0.079% (n = 360,000); also: potency is read from the fitted curve at half-maximal effect; nearly all actives have a fitted effect of over 50% in size
# Target sequence (Q8WZA2 whole entry, looked up): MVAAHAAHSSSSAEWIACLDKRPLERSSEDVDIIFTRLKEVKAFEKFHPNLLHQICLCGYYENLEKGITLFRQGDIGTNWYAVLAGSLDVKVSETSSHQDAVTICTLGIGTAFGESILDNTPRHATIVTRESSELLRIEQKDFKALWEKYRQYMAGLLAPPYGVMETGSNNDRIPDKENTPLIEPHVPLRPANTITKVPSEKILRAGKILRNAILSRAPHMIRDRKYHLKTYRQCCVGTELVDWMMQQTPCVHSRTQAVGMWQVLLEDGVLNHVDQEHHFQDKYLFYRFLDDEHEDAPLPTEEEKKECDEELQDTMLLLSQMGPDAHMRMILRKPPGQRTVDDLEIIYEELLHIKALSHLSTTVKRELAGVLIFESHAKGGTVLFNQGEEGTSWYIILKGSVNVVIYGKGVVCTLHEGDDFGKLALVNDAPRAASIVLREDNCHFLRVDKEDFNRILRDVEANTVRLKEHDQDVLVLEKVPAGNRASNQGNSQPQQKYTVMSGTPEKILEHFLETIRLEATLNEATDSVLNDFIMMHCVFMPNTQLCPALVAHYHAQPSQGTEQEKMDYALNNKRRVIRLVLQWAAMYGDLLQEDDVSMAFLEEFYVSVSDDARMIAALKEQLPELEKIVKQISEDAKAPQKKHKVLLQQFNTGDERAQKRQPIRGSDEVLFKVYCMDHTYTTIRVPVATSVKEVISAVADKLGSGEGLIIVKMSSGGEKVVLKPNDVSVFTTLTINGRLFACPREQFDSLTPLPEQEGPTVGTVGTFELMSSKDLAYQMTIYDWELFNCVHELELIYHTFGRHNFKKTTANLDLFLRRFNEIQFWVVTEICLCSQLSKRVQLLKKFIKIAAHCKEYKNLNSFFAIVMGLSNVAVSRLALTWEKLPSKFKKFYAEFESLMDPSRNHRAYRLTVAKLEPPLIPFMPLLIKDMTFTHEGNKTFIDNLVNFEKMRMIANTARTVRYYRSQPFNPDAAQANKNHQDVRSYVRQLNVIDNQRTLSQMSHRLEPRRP
#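 EPAC2 (100 nM) mixed with Rap1B loaded with BODIPY-GDP (250 nM) plus 50 uM unlabeled GDP; compounds pinned in, 5 min RT, then read every 5 min for 30 min (ex 480, em 540 nm). Normalized to cAMP control.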
# TGFb inhibitor – TGF-b pathway inhibition; HepG2 CAGA-GFP TGF-b/SMAD3 reporter, GFP fluorescence, 18 h; TGF-beta stimulated, 500 pg/mL final; Potency, µM (doses to about 46.1 µM), for the others: at the top dose activity, negative = inhibition, hits mostly inhibitors; actives 1.2% (n = 410,000); AID 588855; also: potency is read from the fitted curve at half-maximal effect; % is scaled to controls: 0 for no effect and ±100 for the full control effect; nearly all actives have a fitted effect of over 65% in size
#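 Inhibition was scored as loss of TGF-beta-induced (500 pg/mL final, 18 hours, 37 degrees C) GFP in HEPG2 cells carrying a CAGA-GFP reporter, in DMEM with 1% FBS. Well GFP was summed per cell; Activity was normalised to unstimulated and stimulated DMSO wells, then concentration-response fitting.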
# Nrf2 block – Nrf2 pathway inhibition; A549 ARE-Fluc reporter, luciferase luminescence, 18-24 h; Potency, µM (series often up to 46 µM), for inactives: top-dose activity change, negative = inhibition, usual class: inhibitors; actives 2.1% (n = 360,000); also: potency is read from the fitted curve at half-maximal effect; % is scaled to controls: 0 for no effect and ±100 for the full control effect; nearly all actives have a fitted effect of over 60% in size
#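 Two sequential reads on A549 ARE_Fluc cells exposed to compound for 18-24 h: a CellTiter-Fluor fluorescence read for viability, then a luciferase luminescence read for Nrf2/ARE activity.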
# EPAC2 antagonist – antagonists of human EPAC2. Q8WZA2. EPAC2 GEF exchange of Rap1B-BODIPY-GDP, fluorescence. Potency, µM (top dose mostly 114 µM), without a hit: at the highest dose activity, negative = inhibition, usual class: inhibitors. actives 0.18% (n = 360,000); also: potency is read from the fitted curve at half-maximal effect; % is scaled to controls: 0 for no effect and ±100 for the full control effect; nearly all actives have a fitted effect of over 45% in size; many of its hits are not listed in these tables
# pAkt inh – Akt phosphorylation inhibition | Neuro2A IGF-stimulated pAkt S473 HTRF, 20 min; stronger effect = lower value | activity change, % for hits at 50 µM | actives 0.32% (n = 360,000) | AID 651550; in the data active = activity change below about -80%; inconclusive = mostly about -51% to -80%; also: % is scaled to controls: 0 for no effect and ±100 for the full control effect
#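 Single-point screen (50 µM final compound) in Neuro2A cells stimulated 20 min with 6 nM IGF at 37 deg C. After lysis, Ser473-phosphorylated Akt read by HTRF (ex 330 nm, em 615/665 nm) as the 665/615 ratio.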
# Nrf2 ARE act – activators of Nrf2 (ARE) signaling; Potency, µM (highest dose often 46.1 µM), without a hit: at the top dose activation, usual class: activators; AREc32 ARE-luciferase reporter (MCF7-derived line), luminescence, 24 h; AID 624171; actives 0.31% (n = 410,000); also: potency is read from the fitted curve at half-maximal effect; % of control where 0% means no effect; nearly all actives have a fitted effect of over 65% in size
#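 AREc32 cells carrying an ARE-driven firefly luciferase, 1000 cells/well in OPTI-MEM with 5% FBS, dosed after overnight attachment and incubated 24 hr at 37 deg C. Steady-Glo luminescence read after 30 min at RT.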
# CCT chaperon mod – changes cytosolic chaperonin activity. purified chaperonin ATPase assay, HTRF ADP detection, 30 min. activity change, % (test concentration not listed), hits read low. actives 0.3% (n = 360,000); in the data active = activity change below about -30%; also: % is scaled to controls: 0 for no effect and ±100 for the full control effect
#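 Nucleotide hydrolysis assay: TRiC at 20–40 nM final (set by batch activity) with 10 uM ATP, 30 min at 37 °C, in presence of 76 uM compound. Detection by competitive ADP HTRF, 30 min ambient.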
# Mm-Cpn inhibitor – inhibitors of Methanococcus maripaludis chaperonin (MmCpn); purified Mm-Cpn ATPase, ADP Transcreener TR-FRET; Potency, µM (top dose mostly 76.9 µM), without a hit: at the highest dose activity, negative = inhibition, actives largely listed as inhibitors; actives 0.031% (n = 330,000); AID 504842; also: potency is read from the fitted curve at half-maximal effect; % is scaled to controls: 0 for no effect and ±100 for the full control effect; nearly all actives have a fitted effect of over 80% in size
#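 Inhibition of chaperonin ATP hydrolysis is measured as reduced ADP production, detected by competitive TR-FRET in which signal falls with ADP. Final enzyme 25 nM and ATP 10 uM, reacted 30 min at 37°C.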
# A549 viability – A549 cytotoxicity, counter-screen for Nrf2 inhibitors; A549 ARE-Fluc cells, CellTiter-Fluor viability, 18-24 h; Potency, µM (titrated, usually from 46 µM), inactives show top-dose activity change, negative = cytotoxicity, most hits filed as inhibitors; actives 0.16% (n = 390,000); AID 504648; also: potency is read from the fitted curve at half-maximal effect; % is scaled to controls: 0 for no effect and ±100 for the full control effect
#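 A549 ARE_Fluc cells in 5% FBS OPTI-MEM were exposed to compounds in concentration-response for 18-24 h at 37 deg C. Viability was read by CellTiter-Fluor fluorescence (Ex 405/Em 525) after 30 min, before the luciferase read.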
# Numbers without * were called inactive; i = inactive; u = inconclusive; x = not tested or not shown; & = joins results of further samples; [ ] = another dose, or the depositor's remark. Unless noted, calls follow the shape of the dose curve; as a rule, active = well fitted curve in the direction sought with a large enough effect; inconclusive = small, poorly fitted or top-dose-only effect, or another doubt; inactive = no such curve, though single readings can be large; an effect the other way counts as inactive or inconclusive. The list is partial (hit frequency here may not be typical).
mol	EPAC2 agonist	TGFb inhibitor	Nrf2 block	EPAC2 antagonist	pAkt inh	Nrf2 ARE act	CCT chaperon mod	Mm-Cpn inhibitor	A549 viability
C[C@H](CO)N1C[C@H](C)[C@H](CN(C)S(=O)(=O)c2ccc(Cl)cc2)OCc2cnnn2CCCC1=O	-0.3%	9.1%	x	3.3%	i	0.2%	-0.2	x	x
CS(=O)(=O)N1CCN(c2ccccc2NC(=O)c2ccc([N+](=O)[O-])o2)CC1	7.9%	u	-14.3%	-12.1%	i	8.91µM*	-4.6	-0.4%	-0.1%
CON(C)C(=O)C[C@@H]1C[C@H](OC(=O)c2ccc([N+](=O)[O-])cc2)CN1C(=O)OC(C)(C)C	-0.7%	-4.2%	3.7%	10.7%	i	3.1%	-0.1	2.0%	2.0%
COc1ccccc1Nc1nc(=O)[nH]nc1C	2.9%	u	x	13.1%	i	0.1%	0.8	0.0%	11.1%
COc1ccc(NC(=O)C2CCCN(C)C2)cc1OCC(C)C (centres undefined)	-0.1%	-7.2%	4.5%	2.9%	i	0.2%	0.2	-2.5%	1.2%
CCCNC(=O)C1(C)CCCN(C(=O)c2cccc(C#N)c2)C1 (centres undefined)	3.2%	17.8%	x	15.3%	i	0.1%[9.22 µM]	-2.1	x	x
COc1ccc(CCNS(=O)(=O)c2cccc(C(=O)O)c2)cc1OC	2.3%	0.0%	7.9%	5.1%	i	-0.9%	-3.4	0.4%	-0.5%
Clc1ccccc1Nc1nc(NCc2ccccc2)nc2ccsc12	1.1%	-9.1%	x	7.1%	i	4.6%	0.2	x	x
C=CC[n+]1c(/C=C/c2ccc(OC(C)=O)c(OC)c2)ccc2ccccc21	-9.7%	-4.7%	u	-7.8%	i	0.1%	1.7	-0.6%	u
CC(=O)N1c2ccc(S(=O)(=O)Nc3ccc(C)c(Cl)c3)cc2CC1C (centres undefined)	x	-26.2%	u	x	x	5.7%	x	x	8.6%
COc1ccc(NC(=O)CSc2nc3cccnc3n2C)cc1	3.8%	1.5%	5.3%	17.4%	i	0.7%	0.7	-10.7%	8.6%
Cc1cccc(-c2cnc(C(O)c3ccc4ccccc4c3)[nH]2)c1 (centres undefined)	15.3%	u	x	2.7%	i	0.1%	2.9	x	x
Cc1cc(C)cc(N(CC(=O)Nc2ccc(C)cc2Cl)S(=O)(=O)c2c(C)[nH]c(=O)[nH]c2=O)c1	3.0%	-6.0%&-20.7%	-3.0%&19.1%	-25.5%	i	0.0%&3.5%	-1.6	2.6%	1.0%&2.8%
COC(=O)[C@@]1(Cc2ccc(F)cc2)[C@H]2c3cc(C(=O)N4CCCC4)n(C)c3C[C@H]2CN1C(=O)c1ccccc1	11.0%	x	x	-18.4%	i	0.3%	-1.4	x	x
COc1ccc(CN2CC(C(=O)NCc3cccc(OC)c3)CC2=O)cc1 (centres undefined)	5.0%	7.8%	-5.2%	-1.9%	i	0.6%	-1.1	0.8%	2.0%
Cc1ccc2nsnc2c1NC(=O)c1ccc(-c2cc(Cl)ccc2Cl)o1	1.2%	u	13µM*	3.2%	i	4.9%	-3.2	-3.2%	9.2µM*
CCC1Oc2ccccc2N(CC(=O)NCC2CCCO2)C1=O (centres undefined)	5.5%	-4.4%	-5.9%	-1.0%	i	2.4%	1.5	1.0%	-4.0%
Cc1ccc(S(=O)(=O)N2C(=O)C(C)SC2=Nc2ccccc2)cc1 (centres undefined)	3.2%	-9.1%	15.3%	16.5%	i	0.2%	3.0	-6.4%	3.9%
Cc1ccc(S(=O)(=O)Nc2ccccc2CNc2ccc(Br)cn2)cc1	-5.1%	u	u	-7.5%	i	6.1%	-0.9	-2.4%	-2.8%
C[C@@H]1CN([C@H](C)CO)C(=O)CCCn2cc(nn2)CO[C@H]1CN(C)C(=O)c1ccc(N2CCN(C)CC2)cc1	-4.8%	10.6%	x	3.6%	i	0.3%	0.4	x	x
O=C(CN1C(=O)c2ccc([N+](=O)[O-])cc2C1=O)NCC1CCCO1 (centres undefined)	7.0%	26.5%	4.7%	6.0%	i	-0.1%	-3.8	0.8%	-9.3%
Cc1c(CNC2CCCCC2)c(C(=O)O)c(C)n1Cc1ccc(Cl)cc1	x	-29.6%	-1.1%	x	x	0.1%	x	x	-8.3%
Clc1nc(-c2n[nH]nc2Cl)n[nH]1	4.3%	0.8%	-1.1%	-3.5%	i	0.5%	-4.8	0.1%	-1.8%
Oc1ccc(-c2cn3cc(C(F)(F)F)ccc3n2)cc1	-2.7%	1.4%	u	-15.2%	i	-0.9%	-0.7	-2.2%	3.3%
O=C(O)c1cccc(-c2ccc(/C=N/NC(=O)c3cccnc3)o2)c1	6.2%	1.3%	1.6%	0.6%	i	1.6%	-0.7	-4.9%	-1.2%
NC(=O)c1ccsc1NC(=O)CN1CCN(S(=O)(=O)c2ccccc2C(F)(F)F)CC1	8.1%	u	u	-1.6%	i	-1.3%	0.5	x	-6.9%
CCc1ccc(NC(=O)C(C)OC(=O)c2ccc(-n3cnnn3)cc2)cc1 (centres undefined)	-10.0%	-20.2%	-1.4%	4.9%	i	0.1%	2.0	-3.3%	-2.4%
CSc1cccc(NC(=O)CCS(=O)(=O)c2cccc3nonc23)c1	-0.8%	-1.0%	1.6%	11.5%	i	2.3%	0.4	u	-1.6%
Cc1cc(NS(=O)(=O)c2ccc(NS(=O)(=O)c3cc(C)c(Cl)cc3Cl)cc2)no1	4.7%	7.3%	-16.8%	7.7%	i	-0.9%	-5.7	-6.0%	-21.2%
COc1ccc(NC(=O)CN(c2ccc(C)cc2)S(=O)(=O)c2cccc3nonc23)cc1OC	x	-0.4%	-13.6%	x	x	0.3%	x	x	-4.5%
CC1CC(C)CN(CCCNC(=O)c2c(O)nc3ccccn3c2=O)C1 (centres undefined)	-1.2%	-0.2%	5.6%	-0.8%	i	-0.3%	2.2	-1.6%	3.2%
Cc1cc(NC(=O)CSc2nc3ccccc3c(=O)n2CCCC(=O)NCc2ccco2)n[nH]1	0.6%	-6.0%	14.2%	-12.0%	x	1.6%	0.2	0.6%	3.3%
COc1ccccc1CNc1ccc2nnc(CCNC(=O)c3ccccc3)n2n1	7.0%	14.5%	-8.8%	7.8%	i	-0.9%	-2.3	2.9%	-2.1%
CCN1CCN(C(=O)C2=CC(c3ccc(C)cc3)=NS(=O)(=O)N2C)CC1	-4.9%	4.3%	14.6%	-3.4%	i	0.8%	-1.3	-3.7%	-5.4%
COc1ccc(OC)c(-c2c3c([nH]c(=S)c2C#N)CCCC3)c1	2.0%	u	-10.0%	u	i	0.0%	-12.8	-3.8%	0.2%
COc1cc(NC(=O)C2CCCC2)c(OC)cc1Cl	4.0%	21.8%	-2.1%	19.0%	i	2.4%	-2.0	1.1%	3.3%
CCN(Cc1ccccc1)c1ccc(/C=N/N2CCOCC2)cc1	7.9%	-5.3%	u	-7.5%	i	5.0%	-0.2	-0.3%	-3.4%
Cn1nccc1CNC(=O)c1c(Cl)cnn1C	-2.3%	0.6%	12.8%	24.5%	i	0.1%	3.0	-5.2%	4.7%
Cc1cc(C)n(/N=C/c2cccc([N+](=O)[O-])c2)c(=O)c1	-0.2%	-14.1%	20.7%	9.0%	i	0.1%	0.6	0.3%	6.1%
COc1ccc(Br)c(C(=O)Nc2cc3c(cc2N2CCOCC2)n(C)c(=O)n3C)c1	x	-5.0%	-9.8%	x	x	-1.3%	x	x	-11.9%
CCn1nc(NC(=O)c2ccncc2)c2cc3ccc(C)cc3nc21	3.7%	-9.3%	x	2.1%	x	0.0%	-1.3	-3.4%	-1.8%
O=C(COc1ccccc1Cl)NCCNC(=O)c1ccncc1	5.5%	-13.7%	u	20.1%	i	0.2%	0.2	-1.1%	0.3%
CN1CCN(C(=O)c2cccn(Cc3ccc(C(F)(F)F)cc3)c2=O)CC1	8.8%	5.9%	1.3%	-1.6%	i	-0.8%	-1.9	0.6%	10.9%
O=C(NCc1ccccn1)c1cccs1	-7.5%	11.7%	x	7.6%	x	-0.1%	2.3	0.7%	-0.5%
Cn1ncc(Br)c1NC(=O)Nc1ccccc1	-1.1%	-0.3%	-0.6%	0.1%	i	0.6%	0.2	-0.7%	0.5%
Cc1cccc2cc(/C=N/NC(=O)c3ccccc3O)c(Cl)nc12	-9.2%	10µM*	u	5.9%	i	-0.4%[9.22 µM]	-0.9	0.9%	u
COc1ccc(C(=O)CSc2nnc(CNC(=O)c3ccccc3)o2)cc1	-0.2%	-18.4%	3.0%	-0.2%	i	-0.5%	-1.5	0.3%	-2.2%
COc1ccc(CNC(=O)C(C)n2nc(C)c3c(C)n(-c4ccccc4)nc3c2=O)c(OC)c1 (centres undefined)	1.7%	-23.5%&0.8%	-24.5%&-21.6%	-3.6%	i	0.2%&0.6%	0.2	5.8%	1.9%&14.5%
OC(c1ccc(F)cc1)c1nc(-c2ccc(F)c(Cl)c2)cs1 (centres undefined)	11.2%	u	x	-21.5%	i	4.9%	0.0	x	x
COc1ccc(C(=O)Nc2ccc(N3CCN(c4ccc(OC)cc4)CC3)c(C#N)c2)cc1	-2.5%	-0.9%	x	1.7%	i	-0.2%	-0.5	0.0%	-1.2%

# High-throughput results (PubChem BioAssay)
